# KDM5B inh: KDM5B demethylase inhibition | Q9UGL1 | KDM5B demethylase, FDH-coupled NADH fluorescence (FDH is formaldehyde dehydrogenase) | Potency, µM (top dose mostly 57.7 µM), for the others: at the highest dose activity change, negative = inhibition, actives largely listed as inhibitors | 220,000 compounds, 2.6% hits | AID 1347165; active means well fitted inhibition curve with a large enough effect; inconclusive means small, poorly fitted or top-dose-only effect; inactive means no such curve, though single readings can be large or run the other way; further: 0% is about no effect; nearly all actives have a fitted effect of over 70% in size
# Target sequence (Q9UGL1 whole entry, looked up): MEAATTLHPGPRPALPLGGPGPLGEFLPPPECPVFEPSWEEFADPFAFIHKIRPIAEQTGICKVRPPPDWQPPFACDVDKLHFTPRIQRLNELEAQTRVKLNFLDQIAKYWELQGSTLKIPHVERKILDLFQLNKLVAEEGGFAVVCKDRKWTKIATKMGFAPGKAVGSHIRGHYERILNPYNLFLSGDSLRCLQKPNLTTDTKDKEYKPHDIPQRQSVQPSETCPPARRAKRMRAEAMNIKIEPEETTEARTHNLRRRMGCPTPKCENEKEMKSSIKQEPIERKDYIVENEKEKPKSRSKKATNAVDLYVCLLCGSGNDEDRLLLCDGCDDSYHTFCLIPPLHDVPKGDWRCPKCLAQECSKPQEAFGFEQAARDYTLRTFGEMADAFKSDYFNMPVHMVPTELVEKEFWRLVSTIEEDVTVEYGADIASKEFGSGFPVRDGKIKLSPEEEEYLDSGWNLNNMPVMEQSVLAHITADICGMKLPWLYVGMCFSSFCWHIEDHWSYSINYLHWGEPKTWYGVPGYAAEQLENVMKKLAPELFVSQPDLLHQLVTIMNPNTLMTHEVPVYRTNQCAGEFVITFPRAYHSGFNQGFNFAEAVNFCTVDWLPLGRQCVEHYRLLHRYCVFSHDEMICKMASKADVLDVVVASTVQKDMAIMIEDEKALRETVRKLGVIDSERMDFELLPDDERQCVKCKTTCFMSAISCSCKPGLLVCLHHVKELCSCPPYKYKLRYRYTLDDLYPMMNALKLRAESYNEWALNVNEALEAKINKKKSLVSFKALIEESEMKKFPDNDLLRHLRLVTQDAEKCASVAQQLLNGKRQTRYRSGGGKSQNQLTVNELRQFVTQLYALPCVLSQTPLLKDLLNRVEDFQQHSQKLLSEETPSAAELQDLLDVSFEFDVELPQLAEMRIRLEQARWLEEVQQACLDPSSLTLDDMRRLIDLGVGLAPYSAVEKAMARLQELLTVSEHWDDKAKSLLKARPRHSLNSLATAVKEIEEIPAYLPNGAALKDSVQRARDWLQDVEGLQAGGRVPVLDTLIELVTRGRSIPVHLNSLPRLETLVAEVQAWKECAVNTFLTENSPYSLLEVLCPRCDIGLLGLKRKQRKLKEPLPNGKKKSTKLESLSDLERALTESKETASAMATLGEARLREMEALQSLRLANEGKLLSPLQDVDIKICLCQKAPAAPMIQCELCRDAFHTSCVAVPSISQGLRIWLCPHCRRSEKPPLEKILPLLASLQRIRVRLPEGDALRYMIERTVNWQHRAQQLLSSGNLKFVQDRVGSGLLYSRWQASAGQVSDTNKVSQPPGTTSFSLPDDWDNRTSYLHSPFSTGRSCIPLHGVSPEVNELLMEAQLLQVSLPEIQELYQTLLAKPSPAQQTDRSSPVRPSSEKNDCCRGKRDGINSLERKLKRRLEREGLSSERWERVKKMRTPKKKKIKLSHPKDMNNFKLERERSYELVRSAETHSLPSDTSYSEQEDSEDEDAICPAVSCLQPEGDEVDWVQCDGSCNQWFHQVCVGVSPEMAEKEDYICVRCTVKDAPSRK
#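 Measured: NADH fluorescence change, 30 min, RT. System: KDM5BΔAP 200 nM final, H3K4me3 peptide, α-KG, Fe(II), ascorbate, NAD⁺ plus FDH, pH 7.5 HEPES. Compounds: titrated, 10 min pre-incubation with enzyme.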
# * = called active by the depositor; i = inactive; ? = inconclusive; & = joins results of further samples; [ ] = dose if it differs, or a comment. Potency means the concentration at half of the fitted maximal effect. A portion of the library. The share of hits here may be higher or lower than overall.
CC(C)Cc1ccc(S(=O)(=O)N2CCN(Cc3noc(CCC(=O)N4CCCCC4)n3)CC2)cc1
  KDM5B inh = ?
COc1ccc2cc(C(=O)N3CCN(S(=O)(=O)c4cc(C)ccc4C)CC3)c(C)nc2c1
  KDM5B inh = ?
Cc1ccc(OCC(=O)NCCN2CCN(S(=O)(=O)c3ccc(C)cc3)CC2)cc1
  KDM5B inh = -15%
CN(C)CCNC(=O)CC1CCN(C(=O)c2nnc(C(=O)Nc3cccc(Cl)c3)s2)CC1
  KDM5B inh = 13%
Cc1ccc(Cl)cc1NC(=O)C(NS(=O)(=O)c1ccc2c(c1)CCC(=O)N2)c1ccccc1 (stereo unspecified)
  KDM5B inh = -16%
O=C(CCC1CCN(c2cc(NC3CC3)ncn2)CC1)NCc1cc(F)cc(F)c1
  KDM5B inh = 8%
O=C(NCCCO)C(O)(c1ccccc1)c1ccccc1
  KDM5B inh = 8%
CC(C)CN(CC(C)C)C(=O)CC1C(=O)NCCN1Cc1cccs1 (stereo unspecified)
  KDM5B inh = 16%
COc1ccccc1-c1nnc(NC(=O)c2ccc(S(=O)(=O)N(C)CC3CCCO3)cc2)o1 (stereo unspecified)
  KDM5B inh = ?
COc1ccc(CCC(=O)N2CCC3(CC2)CC(Cc2nc(-c4cccnc4)no2)CCO3)cc1 (stereo unspecified)
  KDM5B inh = 14%
CCN(CC)S(=O)(=O)NC(C)Cc1cccs1 (stereo unspecified)
  KDM5B inh = 11%
COc1cc(CN(CC2CCCO2)C(=O)c2ccc(F)cc2)cc(OC)c1OC (stereo unspecified)
  KDM5B inh = -1%
CCC(C(=O)NCc1cc2c(cc1OC)CCC2)n1cccn1 (stereo unspecified)
  KDM5B inh = ?
O=C(Nc1cc(F)cc(F)c1)N1CC(c2nnc(-c3ccncc3)o2)C2(CCOCC2)C1 (stereo unspecified)
  KDM5B inh = 2%
CCCCNC(=O)Cn1nc(N2CCN(c3ccccc3OC)CC2)ccc1=O
  KDM5B inh = -11%
O=C(COC(=O)Cc1ccc(Cl)cc1)NCc1ccc(Cl)cc1
  KDM5B inh = -3%
CC(C)(C)c1ccc(C(=O)Nc2ccc(F)c(F)c2F)cc1
  KDM5B inh = 6%
CC(=O)Nc1ccc(S(=O)(=O)Nc2ccc3c(c2)n(C)c(=O)n3C)c(C)c1
  KDM5B inh = -19%
COc1ccccc1-c1c(C)nn2c(N)c(-c3ccccc3)cnc12
  KDM5B inh = ?
CCOC(=O)c1sc(=S)n(CC)c1NC(=O)c1ccccc1C
  KDM5B inh = 16%
COCCNC(=O)N1CCC2(CC1)CN(C)CC2COC (stereo unspecified)
  KDM5B inh = ?
O=c1[nH]c(CSc2nnc(-c3ccco3)n2C2CCCCC2)nc2ccccc12
  KDM5B inh = -14%
Cc1ccc(-c2nn(C)c(=O)c3ccccc23)cc1S(N)(=O)=O
  KDM5B inh = 19%
O=C(COc1ccc(F)cc1)N1CCCN(C(=O)C2CC2)c2ccccc21
  KDM5B inh = 6%
COc1ccc(-c2nc(C#N)c(NCC(c3cccs3)N3CCOCC3)o2)cc1 (stereo unspecified)
  KDM5B inh = ?

CCn1c2ccccc2c2c3ncc4cccn4c3ccc21
  KDM5B inh = ?
C=C(Cl)CN1CCC(CC(N)=O)CC1
  KDM5B inh = -16%
Cc1ccccc1Cn1c(N2CCN(CC(N)=O)CC2)nc2c1c(=O)[nH]c(=O)n2C
  KDM5B inh = 13%
Cn1c(=O)c2[nH]c(NCc3ccc(F)cc3)nc2n(C)c1=O
  KDM5B inh = ?
O=C(c1cc(F)ccc1F)N1CCCC(n2cc(-c3nc(-c4ccccc4)no3)nn2)C1 (stereo unspecified)
  KDM5B inh = -4%
NC(=O)CSc1nnc(-c2ccccc2Cl)n1-c1cccc(C(F)(F)F)c1
  KDM5B inh = 13%
COc1cncc(-c2nc(-c3c(C)noc3C)cc3c2cc(C)n3CCN(C)C)c1
  KDM5B inh = 40µM*
O=C1c2c(nc(CNC3CCOCC3)n2Cc2ccccc2)NCCN1CC1CC1
  KDM5B inh = -17%[86.2 µM]
Cc1oc(-c2ccc(Cl)cc2)nc1CSc1nc2ncccc2[nH]1
  KDM5B inh = -5%&-54%
Cc1cc(C(=O)CN2CCN(c3ccc(O)cc3)CC2)c(C)n1C1CCS(=O)(=O)C1 (stereo unspecified)
  KDM5B inh = ?
CC1CCN(c2oc(-c3cccs3)nc2S(=O)(=O)c2ccc(Cl)cc2)CC1
  KDM5B inh = ?
CC(=O)c1ccc(OCCCC(=O)OCc2ccc(C#N)cc2F)cc1
  KDM5B inh = 4%
CCn1ncc(NC(=O)Cn2cc(-c3ncnc4ccsc34)cn2)n1
  KDM5B inh = ?
CN(C)CC(=O)Nc1ccc(C(=O)N2CCCC3(CCNC3)C2)cc1 (stereo unspecified)
  KDM5B inh = -11%
COc1ccc2c(c1)nc1n2[C@@H](CNS(=O)(=O)c2ccc(C#N)cc2)COC1
  KDM5B inh = -15%[86.2 µM]
O=C(Cn1ccn2nc3c(c2c1=O)CCCC3)Nc1ccc2c(c1)OCO2
  KDM5B inh = -13%
CCN(C(=O)Cn1cccc1-c1nc(-c2ccccc2)no1)c1cccc(C)c1
  KDM5B inh = ?
O=C(O)/C=C/c1ccc([N+](=O)[O-])cc1
  KDM5B inh = 14%
COC(=O)CC1=C(C(=O)OC)C(c2ccc(C(=O)OC)cc2)C(C#N)=C(N)O1 (stereo unspecified)
  KDM5B inh = -9%
O=C(Nc1nc2ccc(F)cc2s1)c1nc(SCc2ccccc2F)ncc1Cl
  KDM5B inh = -3%
CN1CCC(Oc2ncccc2C(=O)NCCc2ccccn2)CC1
  KDM5B inh = -14%
O=C(Cc1c[nH]c2ccccc12)Nc1ccccc1Cl
  KDM5B inh = -5%
COc1ccc(COC(=O)C2=C(C)NC3=C(C(=O)CCC3)C2c2ccccc2C(F)(F)F)cc1 (stereo unspecified)
  KDM5B inh = i
CCn1cc(C(=O)NCCCOC(C)C)c(=O)c2cc(S(=O)(=O)N(C)C3CCCCC3)ccc21
  KDM5B inh = -24%
Cc1cc(C)c(/C=C/c2onc(C)c2S(=O)(=O)N2CCC(C(=O)Nc3ccc(Cl)cc3C)CC2)c(C)c1
  KDM5B inh = 7%

COc1cc(-c2c(NC(=O)C(C)C)oc3c(C)cccc3c2=O)cc(OC)c1OC
  KDM5B inh = 12%
Cc1ccc(-c2noc(-c3cc4cc(Cl)ccc4oc3=O)n2)cc1
  KDM5B inh = 14%
COc1ccc(-c2noc(N(C)Cc3ccccc3)n2)cc1OC
  KDM5B inh = 34%[activator]
CC(C)(C)c1ccc(-c2nc(C3CC(=O)N(c4ccc(F)cc4)C3)no2)cc1 (stereo unspecified)
  KDM5B inh = 13%
CC(C)N(C)C(=O)CN1C(=O)C2(CCNCC2)Nc2ccccc21
  KDM5B inh = -23%
O=C(NC1CCCc2ccccc21)c1cc2c(Cl)nc3ccccc3c2s1 (stereo unspecified)
  KDM5B inh = 22%
CCOC(=O)c1ccc(NC(=O)CN2C(=O)C(C)(C)c3ccccc32)cc1
  KDM5B inh = -20%
Cc1ccc(-c2csc(NC(=O)c3cc4cnn(C(C)C)c4nc3C)n2)cc1
  KDM5B inh = ?
O=C(Nc1ccccc1C(F)(F)F)N1CCC2(CC1)Oc1ccccc1C(=O)N2Cc1ccccc1F
  KDM5B inh = -20%
CC(C)OC(=O)C(C#N)c1nc2ccccc2nc1N1CCN(Cc2ccccc2)CC1 (stereo unspecified)
  KDM5B inh = -13%
Cc1ccc(COc2ccc(Cl)cc2C=O)cc1
  KDM5B inh = -11%
CCN1C(=O)c2ccccc2S(=O)c2ccc(C(=O)N3CCN(c4ccccc4OC)CC3)cc21 (stereo unspecified)
  KDM5B inh = 5%
CC(=O)c1c(O)c(C)c(O)c2c1OC1=CC(=O)C(C(C)=O)C(=O)[C@@]12C (stereo partly specified)
  KDM5B inh = -17%
CC(C(=O)NC1CC1)N1CCN(c2oc(-c3ccco3)nc2C#N)CC1 (stereo unspecified)
  KDM5B inh = ?
Cc1nc(SC(C)c2ccc(F)c(Cl)c2)sc1CC(N)=O (stereo unspecified)
  KDM5B inh = 5%
CCOc1cc(/C=C/c2cc(C(=O)O)c3cc(C)ccc3n2)ccc1O
  KDM5B inh = 19%
O=C1NC2(CCN(C(=O)c3ccc(Cl)cc3)CC2)Oc2ccccc21
  KDM5B inh = 24%[115 µM]
CN(C)C(=O)c1n[nH]c2c1CN(S(=O)(=O)c1ccccc1)CC2
  KDM5B inh = -7%
COc1cc(C#N)ccc1OCc1ccccc1C#N
  KDM5B inh = 17%
COC(=O)c1ccccc1NC(=O)c1c(NC(=O)c2ccco2)sc2c1CCC(C(C)(C)C)C2 (stereo unspecified)
  KDM5B inh = -23%[11.5 µM]
O=C(CCc1nnc2ccc(NCc3ccccc3)nn12)N1CCN(c2ccccc2)CC1
  KDM5B inh = 4%
CCOC(=O)C1=C(CN2CCN(c3ccc(Cl)cc3)CC2)NC(=O)NC1c1ccc(F)cc1 (stereo unspecified)
  KDM5B inh = -20%
COc1ccc(NC(=O)Cn2nc(SC)c(S(=O)(=O)c3ccc(C)cc3)c2N)cc1OC
  KDM5B inh = -16%
COc1ccc(F)c(CN2CCCC(O)(CN3CCCCC3)C2=O)c1 (stereo unspecified)
  KDM5B inh = 32%
Cc1cccc(CN2CCNc3cnc(-c4ccccc4)cc3C2)c1
  KDM5B inh = 35µM*

# Shown as comma-separated lines: entries from further up.
canonical_smiles,KDM5B inh
COc1ccc(-c2noc(N(C)Cc3ccccc3)n2)cc1OC,34%[activator]
CC(C)(C)c1ccc(-c2nc(C3CC(=O)N(c4ccc(F)cc4)C3)no2)cc1 (stereo unspecified),13%
CC(C)N(C)C(=O)CN1C(=O)C2(CCNCC2)Nc2ccccc21,-23%
O=C(NC1CCCc2ccccc21)c1cc2c(Cl)nc3ccccc3c2s1 (stereo unspecified),22%
CCOC(=O)c1ccc(NC(=O)CN2C(=O)C(C)(C)c3ccccc32)cc1,-20%

# More entries follow:
CC(C)n1c(=S)[nH]c2cc(C(F)(F)F)ccc21
  KDM5B inh = 10%
Cc1cccc(O[C@H]2COCCN(c3nc4ccccc4o3)C2)n1
  KDM5B inh = 3%[86.2 µM]
CC(C)CC(=O)Nc1cccc(C(=O)Nc2cccc(C(=O)O)c2)c1
  KDM5B inh = -3%
CCOc1ccc(C(=O)N(c2ccc(C)cc2)C2C=CS(=O)(=O)C2)cc1 (stereo unspecified)
  KDM5B inh = -10%
O=C(Nc1ccc(Cl)cc1)N1CCC2(CC1)CC(=O)N(c1ccccc1)c1ccccc1O2
  KDM5B inh = -15%
O=C1NC2(CCN(C(=O)Cc3ccccc3)CC2)Oc2ccccc21
  KDM5B inh = 6%[86.2 µM]
O=C(CSc1ncnc2sc3c(c12)CCCC3)Nc1ncc(Cl)cc1Cl
  KDM5B inh = 8%

# Single values from the results shown:
# Reading of COc1ccc(CCC(=O)N2CCC3(CC2)CC(Cc2nc(-c4cccnc4)no2)CCO3)cc1 (stereo unspecified) in KDM5B inh: 14%
# Reading of CCOc1cc(/C=C/c2cc(C(=O)O)c3cc(C)ccc3n2)ccc1O in KDM5B inh: 19%

# For reference, part of the list above.
CC(C)n1c(=S)[nH]c2cc(C(F)(F)F)ccc21
  KDM5B inh = 10%
Cc1cccc(O[C@H]2COCCN(c3nc4ccccc4o3)C2)n1
  KDM5B inh = 3%[86.2 µM]
